ROC1-CUL1 inh – human ROC1-CUL1 E3 ligase inhibition. 140,000 compounds, 0.6% hits. P62877+Q13616. inhibition, % at 10 µM. in vitro K48 di-Ub FRET, acceptor:donor ratio, 45 min; in the data active = inhibition above about 25%
Target sequence (P62877 whole entry, looked up): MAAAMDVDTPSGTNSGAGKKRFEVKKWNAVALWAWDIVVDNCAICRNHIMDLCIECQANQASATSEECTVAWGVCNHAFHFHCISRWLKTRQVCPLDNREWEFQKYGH
Target sequence (Q13616 whole entry, looked up): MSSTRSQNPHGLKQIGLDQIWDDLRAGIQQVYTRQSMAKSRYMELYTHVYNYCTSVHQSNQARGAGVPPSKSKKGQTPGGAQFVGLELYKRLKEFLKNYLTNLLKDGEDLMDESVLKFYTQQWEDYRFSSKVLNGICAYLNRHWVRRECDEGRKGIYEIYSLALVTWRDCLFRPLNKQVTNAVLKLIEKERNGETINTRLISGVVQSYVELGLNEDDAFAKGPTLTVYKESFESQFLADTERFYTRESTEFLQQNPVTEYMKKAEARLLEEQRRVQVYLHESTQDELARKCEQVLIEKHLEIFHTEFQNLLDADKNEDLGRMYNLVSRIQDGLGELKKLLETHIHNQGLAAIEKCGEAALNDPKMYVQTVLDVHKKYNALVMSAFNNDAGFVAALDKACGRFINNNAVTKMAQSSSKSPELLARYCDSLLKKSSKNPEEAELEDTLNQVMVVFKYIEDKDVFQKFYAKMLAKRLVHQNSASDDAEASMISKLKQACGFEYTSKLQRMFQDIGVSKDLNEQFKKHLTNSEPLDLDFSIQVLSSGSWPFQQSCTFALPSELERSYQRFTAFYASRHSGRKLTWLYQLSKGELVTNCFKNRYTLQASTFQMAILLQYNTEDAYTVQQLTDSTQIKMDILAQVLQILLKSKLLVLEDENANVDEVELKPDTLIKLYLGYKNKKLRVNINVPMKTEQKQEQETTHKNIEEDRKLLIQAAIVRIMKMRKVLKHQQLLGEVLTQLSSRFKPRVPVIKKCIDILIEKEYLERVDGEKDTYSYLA
Numbers without * were called inactive.

ROC1-CUL1 inh	SMILES
16	CCCCOc1ccc(S(=O)(=O)N2CCN(c3ccccc3OCC)CC2)cc1
3	N#C/C(=C\c1ccc(Cl)s1)C(N)=O
-2	COc1cccc(NC(=O)C2CCN(c3nnc(C)c4c(C)n(-c5ccccc5)nc34)CC2)c1
11	CC1=Nc2ncnn2C(c2cccc(O)c2)C1C(N)=O (stereo unspecified)
7	Cc1ccc(CNC(=O)Cn2c(SCC(=O)Nc3ccc(F)cc3)nc3ccccc32)cc1
-2	C=CCN(CC=C)C(=O)c1csc2nc(-c3ccccc3Cl)cn12
-9	Cc1ccc(-c2nnc(SCc3ccccc3C#N)o2)cc1
-8	CCc1ccc(Nc2cc(C(=O)NCCCN(C)c3ccccc3)c3ccccc3n2)cc1
0	CC(=O)Nc1ccc(NC(=O)CCc2c(C)nc3c(c(C)nn3-c3ccc(C)cc3)c2C)cc1
6	Cc1cccc(CS(=O)(=O)Nc2cccc(C)c2C)c1
-1	CCC(=O)Nc1ncc2c(n1)CC(c1ccc(C(C)(C)C)cc1)CC2=O (stereo unspecified)
-4	Cc1ccc2c(C)c(C(=O)N=C3C(=O)N(c4ccccc4)N(C)C3C)oc2c1C (stereo unspecified)
-2	C=CCN1C(=O)/C(=C/c2ccc(OC)c(CSc3nc4ccccc4s3)c2)NC1=S
-7	CCC1CCCCN1CCCNC(=O)c1ccc2c(c1)N(Cc1ccccc1)C(=O)c1ccccc1S2(=O)=O (stereo unspecified)
8	O=C1CCCc2c1[nH]c1ccc(F)cc21
-4	COc1ccc(NC(=O)c2c(C)oc3ccc(O)c(CN4CCN(C)CC4)c23)cc1Cl
0	CN(C)CCn1ccc(-c2cccc(-c3ccc(S(C)(=O)=O)cc3)c2)n1
-3	Cc1ccc(Nc2c3c(nc4nc(-c5cccs5)nn24)CCCC3)cc1F
-6	CCCC12CN3CC(C)(CN(C1)C3c1ccc(Cl)cc1Cl)C2=O (stereo unspecified)
4	O=C(Nc1ccc2c(c1)OCO2)c1ccccc1NC(=O)c1ccccc1C(=O)O
3	CC(CNC(=O)CCn1c(=O)c2cccn2c2ccc(F)cc21)c1ccccc1 (stereo unspecified)
2	CCOC(=O)N1CC=C2C(C#N)C(=N)C(C#N)(C#N)[C@H](c3ccc(C)o3)[C@H]2C1 (stereo partly specified)
-11	COc1ccc(S(=O)(=O)NC(C)(C)CO)cc1-c1nnc2c3ccccc3c(C)nn12
-5	CCCOc1cc(S(=O)(=O)n2ccc(C)n2)ccc1Cl
-6	COC(=O)c1cc2oc3ccccc3c2n1Cc1nc(-c2cccc(Cl)c2)oc1C
1	COc1cc(C(Nc2cccc(C)n2)c2ccc3ccc(C)nc3c2O)cc(OC)c1OC (stereo unspecified)
2	O=C(c1ccccn1)c1conc1C(=O)c1cccs1
1	CCNC(=S)NNC(=O)Cn1nnc2ccccc21
-4	CCOC(=O)c1ccc(NC(=O)Cn2c(=O)cc(C(F)(F)F)c3c(C)nn(C)c32)cc1
0	C=CCNCC1=C(Sc2ccccc2)c2sc(NC(C)=O)c(C(=O)OCC)c2CC1

19 structures from above, sorted by molecular weight, smallest number first:
ROC1-CUL1 inh	SMILES
8	O=C1CCCc2c1[nH]c1ccc(F)cc21
3	N#C/C(=C\c1ccc(Cl)s1)C(N)=O
2	O=C(c1ccccn1)c1conc1C(=O)c1cccs1
6	Cc1cccc(CS(=O)(=O)Nc2cccc(C)c2C)c1
-9	Cc1ccc(-c2nnc(SCc3ccccc3C#N)o2)cc1
-5	CCCOc1cc(S(=O)(=O)n2ccc(C)n2)ccc1Cl
-1	CCC(=O)Nc1ncc2c(n1)CC(c1ccc(C(C)(C)C)cc1)CC2=O (stereo unspecified)
-2	C=CCN(CC=C)C(=O)c1csc2nc(-c3ccccc3Cl)cn12
0	CN(C)CCn1ccc(-c2cccc(-c3ccc(S(C)(=O)=O)cc3)c2)n1
3	CC(CNC(=O)CCn1c(=O)c2cccn2c2ccc(F)cc21)c1ccccc1 (stereo unspecified)
4	O=C(Nc1ccc2c(c1)OCO2)c1ccccc1NC(=O)c1ccccc1C(=O)O
16	CCCCOc1ccc(S(=O)(=O)N2CCN(c3ccccc3OCC)CC2)cc1
-6	COC(=O)c1cc2oc3ccccc3c2n1Cc1nc(-c2cccc(Cl)c2)oc1C
-4	CCOC(=O)c1ccc(NC(=O)Cn2c(=O)cc(C(F)(F)F)c3c(C)nn(C)c32)cc1
-8	CCc1ccc(Nc2cc(C(=O)NCCCN(C)c3ccccc3)c3ccccc3n2)cc1
-11	COc1ccc(S(=O)(=O)NC(C)(C)CO)cc1-c1nnc2c3ccccc3c(C)nn12
-2	C=CCN1C(=O)/C(=C/c2ccc(OC)c(CSc3nc4ccccc4s3)c2)NC1=S
7	Cc1ccc(CNC(=O)Cn2c(SCC(=O)Nc3ccc(F)cc3)nc3ccccc32)cc1
-7	CCC1CCCCN1CCCNC(=O)c1ccc2c(c1)N(Cc1ccccc1)C(=O)c1ccccc1S2(=O)=O (stereo unspecified)

(list continues)
ROC1-CUL1 inh	SMILES
-1	CS(=O)(=O)Oc1ccc(C(=O)/C=C/c2cccs2)cc1
8	C/C(=N\NC(=O)c1ccc(C)c(C)c1)c1ccccn1
4	CC1=C(S(=O)(=O)c2ccccc2)C(c2ccc(C)cc2)C2C(=O)c3ccccc3C2=N1 (stereo unspecified)
16	O=C(c1nc2sccn2c1CN1CCC(C(O)c2cccs2)CC1)N1CCCC1 (stereo unspecified)
-2	COc1ccc(NC(=O)c2nnn(CC(=O)Nc3cc(C)cc(C)c3)c2N)c(OC)c1
15	CCN1CCN(C(=O)c2cc(OC)ccc2OC2CCN(C3CCCC3)CC2)CC1
4	O=C(NCCN1CCCCC1)c1ccc(Cl)cc1Cl
8	CC(=O)Nc1ccc(-n2c(C)cc(/C=C3\C(=O)NC(=S)N(c4cccc(Cl)c4C)C3=O)c2C)cc1
2	CCC(=O)Nc1ccc(S(=O)(=O)N2C(C)CCCC2C)cc1 (stereo unspecified)
-3	Cc1c(Cl)cccc1NC(=O)CSc1ncc(S(=O)(=O)c2ccc(C(C)C)cc2)c(=O)[nH]1
-4	COc1ccccc1C(=O)Nc1ccccc1C#N
9	Cc1ccc(N2C(=O)c3n[nH]c(C)c3C2c2ccccc2Cl)cc1 (stereo unspecified)
4	COC(=O)c1ccccc1NS(=O)(=O)c1cccc2cccnc12
-15	O=C(/C=C/c1c(Cl)cccc1Cl)c1ccc2c(c1)OCCO2
-6	COc1cc(Br)cc2cc(C(=O)N3CCN(c4ccc(C)c(Cl)c4)CC3)c(=O)oc12
-4	CC(C)c1nc(CNC(=O)c2ccc(N(C)C)nc2)no1
1	CC(=O)N1c2nc(C(C)C)nn2C2(CCCCC2)[C@@H]2CCCC[C@@H]21
31*	O=c1c(SCc2ccco2)c(SCc2ccco2)cnn1-c1ccccc1
-2	COc1ccc(NC(=O)CSc2ncc3c(n2)-c2ccccc2N(Cc2ccc(C)cc2)S3(=O)=O)cc1Cl
-4	CCN(CC)CCn1c(=O)c2[nH]cnc2n(C)c1=O
1	CCOC(=O)C(NC(=O)CC(C)C)(Nc1ccc(S(N)(=O)=O)cc1)C(F)(F)F (stereo unspecified)
-9	Cc1ccc(N2CCN(C(=O)c3cn(C)c4ccc(S(=O)(=O)N5CCC(C)CC5)cc4c3=O)CC2C)cc1 (stereo unspecified)
-9	Fc1ccccc1N1CCN(c2ncnc3sc(-c4ccccc4)cc23)CC1
6	CCN(CC)CCN1C(=O)C(=O)C(C(=O)c2ccc(Cl)cc2)C1c1ccc(C)o1 (stereo unspecified)
-3	CCCCN(CC)CCCNC(=O)c1cc2c(=O)[nH]c3ccccc3c2s1
-1	CCOc1ccc(OCC)c(NS(=O)(=O)c2ccc3[nH]c(=O)ccc3c2)c1
-3	O=C1/C(=C/c2cc3c(cc2Br)OCO3)SC(=Nc2ccccc2)N1c1ccccc1
1	O=C(Cc1cccs1)Nc1cccc(Cl)c1
-1	O=C1CCSC2(C(=O)N(Cc3ccc(F)cc3)c3ccccc32)N1c1ccccc1 (stereo unspecified)
1	COc1ccccc1NC(=O)c1cc(Cl)nnc1Cl
6	O=C(CCCn1cncn1)N1CCCC(CO)(CCc2ccccc2)C1 (stereo unspecified)
0	CC(=O)n1nc2c(c1-c1ccccc1)[C@H](C)CC[C@H]2C(C)C
5	CC(=O)Nc1cc(C(=O)N2CCC(c3ccccc3Cl)C2)cc2ncn(CCc3ccccn3)c12 (stereo unspecified)
2	O=C(c1ccco1)N(CC1CCN(Cc2ccccc2F)CC1)CC1CCCO1 (stereo unspecified)
-6	C=Cc1ccc(Cn2c(=O)n(-c3ccc(C)cc3)c(=O)c3c2c2cc(OC)ccc2n3C)cc1
-8	O=C(Cc1ccccc1)Nc1ccc(S(=O)(=O)N2CCCCC2)cc1
4	O=C(NCc1ccccc1Cl)c1ccc(CS(=O)(=O)c2ccc(Br)cc2)o1
-21	COC(=O)n1nc(C)c(C#N)c1N
8	O=C1S/C(=C\c2ccc3c(c2)OCO3)C(=O)N1CNc1cccc(C(F)(F)F)c1
10	COc1ccc(-c2cc3nccc(-c4cc(Cl)c(C)cc4O)n3n2)cc1
3	Cc1ccc(NC(=O)C2CCCC2)c(Br)c1
4	CCCC12CN3CC(CCC)(CN(C1)C3c1cc(Br)ccc1O)C2=O (stereo unspecified)
3	COCCNC(=O)Nc1cc(C(=O)NCc2ccc(C(C)C)cc2)ccc1N1CCCC1
-3	COc1ccc(NC(=O)C2CCN(C3NS(=O)(=O)C(c4ccc(C)c(C)c4)C3C)CC2)cc1OC (stereo unspecified)
-5	CSc1ccccc1NC(=O)C1=CC(c2ccc3c(c2)OCO3)=NS(=O)(=O)N1C
-1	CCCNC(=O)c1ccc(CN(c2ccccc2)S(C)(=O)=O)cc1
2	CC(Oc1ccc(NC(=O)c2cccs2)cc1)C(=O)c1ccc(Cl)cc1 (stereo unspecified)
1	COc1cc2oc3ccccc3c2cc1N(CC(=O)N(C)C)S(=O)(=O)c1ccccc1
-2	O=C(Nc1ccccc1)c1nnn(-c2ccccc2)c1-c1ccccc1
13	CCCCOc1ccc(/C=C2/SC(N3CCC(C)CC3)=NC2=O)cc1OCC
2	Cn1ncc(N2CCN(C(=O)c3n[nH]c4c3CCC4)CC2)cc1=O
5	CCOC(=O)c1ccccc1N1C(=O)CC(Sc2ncccc2C(=O)O)C1=O (stereo unspecified)
5	O=C(NCCc1ccccc1)c1ccc(Cn2c(SCc3ccccc3)nc3cccnc32)cc1
8	COc1ccc(CCN(C)C2CCCN(Cc3cnc(N(C)C)s3)C2)cc1OC (stereo unspecified)
-1	COCCCNC(=O)c1cc(OC)c(OC)c(OC)c1
2	Cc1ccccc1OCC(=O)Nc1c(C)cccc1C
2	Cc1ccc(NS(=O)(=O)Cc2ccccc2C)c(C)c1
-1	O=C(Cn1nc(Cc2cccnc2)c2ccccc2c1=O)Nc1ccc(F)c(Cl)c1
-6	O=C1CC(c2cccs2)Cc2c1cnn2-c1nc2ccccc2[nH]1 (stereo unspecified)
1	CN(C)c1ccc(C2(CC(=O)Nc3ccc(Br)cc3)C(=O)c3ccccc3C2=O)cc1

(next part)
ROC1-CUL1 inh	SMILES
4	COc1ccc(S(=O)(=O)NCC(c2ccc(N(C)C)cc2)N2CCOCC2)cc1 (stereo unspecified)
1	Cc1cccc(-c2noc(-c3cc4ccccc4oc3=O)n2)c1
2	Cc1cc(C)n(C(=O)/C=C/c2ccccc2)n1
-3	COC(=O)c1cc(CNC(=O)c2ccccn2)cc(NC(=O)/C=C/c2cccc(F)c2)c1
-3	CCCC(=O)N(c1nc(-c2ccccc2)c(C)s1)c1ccccc1C
-4	CCOC(=O)C1=C(C)N=c2s/c(=C\c3ccc(I)cc3)c(=O)n2C1c1ccc(OC)cc1 (stereo unspecified)
-3	CC(C)OCCCN1C(=O)c2[nH]nc(-c3ccccc3O)c2C1c1ccc(OCc2ccccc2)cc1 (stereo unspecified)
0	COc1cc(Cl)cc(C=C2C(=O)c3ccccc3C2=O)c1O
-8	NC(=O)c1cccc(NC(=O)c2ccccc2C(=O)O)c1
10	O=C(NC1CCCC1)c1ccc2c(=O)n(Cc3ccccc3)c(SCc3ccccc3)nc2c1
10	Cc1ccc(NC(=O)CSc2nc3ccccc3nc2Cc2ccccc2)c(Cl)c1
0	CC(C)c1c([O-])[n+](-c2ccc(F)cc2)c2ccc(-c3ccccc3)nn2c1=O
8	CC1=C(C(=O)OCc2ccccc2)C(c2cccc(Br)c2)N2C(=O)CCSC2=N1 (stereo unspecified)
0	COc1ccccc1C(=O)NC(=S)Nc1cc(Cl)c(Cl)cc1Cl
-2	c1ccc(-c2nc(CNc3nc4nonc4nc3NC3CC3)cs2)cc1
10	Cc1nc(C2CCCN(C(=O)c3cn4ccsc4n3)C2)cc(=O)[nH]1 (stereo unspecified)
-7	COc1cc(C2CC(=O)N(CC(=O)Nc3ccccc3F)c3ccccc3S2)cc(OC)c1OC (stereo unspecified)
4	CC(C(=O)Nc1c2c(cc3c1CCC3)CCC2)N1CCCC1 (stereo unspecified)
1	COc1ccc(OC)c(/C=N/NC(=O)c2cc(-c3ccc(C)o3)nc3ccccc23)c1
-5	Cc1ccc(S(=O)(=O)N2CCN(S(=O)(=O)N3CCCCCC3)CC2)cc1C
-11	Cc1ccc2c(c1)CCCN2S(=O)(=O)c1ccccc1
2	O=C(COc1cccc2ccccc12)NNC(=O)c1ccc(NC(=O)C2CCCCC2)cc1
6	Brc1sc2cnccc2c1Br
0	Cc1ccc(C(=O)c2cn(CC(=O)NCc3ccccc3)c3nc(C)ccc3c2=O)cc1
-5	Cc1cc(C)c(NC(=O)Cn2c(=O)oc3cc(S(=O)(=O)N4CCCCCC4)ccc32)c(C)c1
3	CC(C)(C)NC(=O)COc1ccc(Cl)cc1Cl
11	COc1ccc(CCNC(=O)c2cc3c(=O)n4cccc(C)c4nc3n2C)cc1
-6	COc1ccc(N2CCN(C(=O)CCn3nc(C)c(S(=O)(=O)N4CCCC4)c3C)CC2)cc1
1	COc1cccc(CNC(=O)c2ccc3c(c2)sc2nc(-c4cccc(OC)c4)cn23)c1

2 entries picked at random from those above:
ROC1-CUL1 inh	SMILES
8	C/C(=N\NC(=O)c1ccc(C)c(C)c1)c1ccccn1
0	CC(=O)n1nc2c(c1-c1ccccc1)[C@H](C)CC[C@H]2C(C)C

Screens (PubChem BioAssay)

This is a subset, so the mix of outcomes need not match the whole.
